CHT inh – human CHT choline transport inhibition; B-score at 10 µM; Q9GZV3; AID 488975; CHT-expressing cells, membrane potential dye, choline response; stronger effect = lower value; 310,000 compounds, 0.86% hits;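 active = B-score over 3 SD under the library average, and starting fluorescence ratio not unusually high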;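 also: choline stimulus applied at its EC90 after an EC20 pre-addition; B-score computed on integrated fluorescence ratio after choline addition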
Target sequence (Q9GZV3 whole entry, looked up): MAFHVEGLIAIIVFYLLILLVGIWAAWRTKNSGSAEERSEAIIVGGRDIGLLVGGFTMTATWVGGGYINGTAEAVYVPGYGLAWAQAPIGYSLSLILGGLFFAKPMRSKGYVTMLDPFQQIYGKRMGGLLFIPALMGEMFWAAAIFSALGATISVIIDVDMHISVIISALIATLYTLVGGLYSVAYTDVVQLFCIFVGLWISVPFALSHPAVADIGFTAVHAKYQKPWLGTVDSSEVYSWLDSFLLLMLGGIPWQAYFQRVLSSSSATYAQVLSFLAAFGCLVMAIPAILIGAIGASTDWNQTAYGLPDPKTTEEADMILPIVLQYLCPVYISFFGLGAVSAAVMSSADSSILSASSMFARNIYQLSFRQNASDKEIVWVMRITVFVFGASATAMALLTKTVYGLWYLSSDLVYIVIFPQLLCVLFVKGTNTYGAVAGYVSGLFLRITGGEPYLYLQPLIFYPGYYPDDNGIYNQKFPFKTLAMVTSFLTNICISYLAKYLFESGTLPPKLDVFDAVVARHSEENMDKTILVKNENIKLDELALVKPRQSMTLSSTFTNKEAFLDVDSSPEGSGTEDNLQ
KCNQ2 inh – KCNQ2 potassium channel inhibitors, primary screen, cell-based, CHO-K1, FluxOR thallium flux, B-score (AID 2156); 310,000 compounds, 1.1% hits; 20 min; stronger effect = lower value; B-score at 10 µM;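 active = fluorescence ratio B-score at most minus 3 library SDs, with starting brightness B-score within 2 library SDs, cut at about -5.5 in these data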
Starred values were filed as active, the others as inactive; i = inactive; . = not tested or not shown.

CHT inh	KCNQ2 inh	Structure
i	i	CCCNC(=O)CCc1c(C)nc2nc(-c3cc(OC)cc(OC)c3)nn2c1C
i	i	Cc1c(C(=O)NCCSCc2c(F)cccc2Cl)cnn1-c1ccc(Cl)cc1
i	i	Cc1cc(=O)oc2cc(Oc3ccc([N+](=O)[O-])cc3C(F)(F)F)ccc12
i	i	COc1ccc(NC(=O)N2CCn3c2nc2ccccc23)cc1
i	-5.8*	O=C1CN(c2ccccc2)C(=S)N1C(=O)c1ccc(Br)cc1
i	i	Brc1ccc(-n2cc(-c3ccccc3)c3c(NN4CCOCC4)ncnc32)cc1
i	i	COc1ccc2nc(N/C(N)=N/C(=S)Nc3cccc(C)c3)nc(C)c2c1
i	i	O=C(CSCc1ccc(Cl)cc1)Nc1cccc(C(=O)Nc2ccccc2C(=O)O)c1
i	i	Cc1ccc(N(CC(=O)NC(C)(C)C)C(=O)CCC(=O)Nc2nccs2)cc1C
i	-5.8*	CC(CCc1ccccc1)NC(=O)CN1CCc2ccccc2C1 (stereo unspecified)
i	i	COc1ccc(S(=O)(=O)N2CCN(Cc3c[nH]c4ccccc34)CC2)cc1
i	i	CC1CN(C(=S)Nc2ccccc2)N(c2ccccc2)C1 (stereo unspecified)
i	-6.5*	Cc1cccc(NC(=O)[C@H](Cc2c[nH]c3ccccc23)NC(=O)[C@@H]2Cc3ccccc3CN2)c1
i	i	C=CCN=C1N[C@@H](c2ccccc2)C(C(=O)OC)=C(C)N1CC
i	i	CC1(C)N=C(/C=N/O)CN1O
i	i	COc1ccc(NC(=O)CC(C)C)c([N+](=O)[O-])c1
i	i	COc1ccc(NC(=O)CN(C)S(=O)(=O)c2cccc3nsnc23)cc1OC
i	i	COc1cc(Cc2ccc(N)c(OC)c2)ccc1N
i	i	O=C(NC(C(=O)N/N=C/c1cccc2ccccc12)c1n[nH]c(=O)c2ccccc12)c1ccccc1 (stereo unspecified)
i	i	CCC1Sc2ccc(S(=O)(=O)CCC(=O)Nc3ccc(NC(C)=O)cc3)cc2NC1=O (stereo unspecified)
i	i	O=C(NC1CCCCC1)c1cc([N+](=O)[O-])ccc1N1CCCC1
i	i	COc1ccc(Cl)cc1N1C(=O)C2CCCN2C1c1sccc1C (stereo unspecified)
i	i	O=C(O)c1ccc(-n2c(-c3cc(-c4ccco4)[nH]n3)n[nH]c2=S)cc1
i	.	O=C(C1=NN(c2ccccc2)C2C(=O)N(c3cccc(Cl)c3)C(=O)C12)c1ccccc1 (stereo unspecified)
i	i	O=C(NNc1ccc([N+](=O)[O-])cc1)C1CC1c1ccccc1 (stereo unspecified)
i	i	CC(C)CNC1=CC(=O)CC(c2ccco2)C1 (stereo unspecified)
i	i	COc1ccc(N=c2oc3cc(O)ccc3cc2C(=O)NCC2CCCO2)cc1 (stereo unspecified)
i	i	CCOC(=O)N1CCC(=NNC(=O)Cn2ccc(C(F)(F)F)n2)CC1
i	i	CCOC(=O)COc1ccccc1/C=N/O
i	i	Cc1cc(C)n(-c2ccc(C(=O)OCC(=O)N(CC(C)C)C3CCS(=O)(=O)C3)cc2)n1 (stereo unspecified)
i	i	COc1cc(OC)nc(/N=C/NO)n1
i	i	CCCc1nc(N)sc1C(=O)OCC
i	i	Cn1cc(SCC(=O)NCCc2ccccc2)c2ccccc21
i	i	COc1ccc(CCN2CC(C(=O)NCc3ccc(F)cc3)CC2=O)cc1OC (stereo unspecified)
i	i	CNC(=S)N(Cc1ccccc1)Cc1cccnc1
i	i	COc1ccc(Oc2c(-c3ccc(O)cc3O)n[nH]c2C)cc1
i	i	COc1cccc(/C=N/n2c(N)nc3ccccc32)c1OC
i	i	O=C(/C=C/c1ccco1)N1CCc2ccccc21
i	i	CCN1C(=NCc2ccc(OC)cc2)N[C@@H](c2ccccc2)C(C(=O)OC)=C1C
i	i	N#Cc1ccccc1NC(=O)c1ccc2c(c1)OCO2
i	i	O=C(CNS(=O)(=O)c1ccc(Br)s1)NCC1COc2ccccc2O1 (stereo unspecified)
i	i	Cc1ccc(/C=N/NC(=O)C2=NNC(c3ccccc3)(c3ccccc3)C2)c(O)c1
i	i	O=C(NCc1ccc2c(c1)OCO2)Nc1ccc2nsnc2c1
i	i	O=S(=O)(Nc1cccc(CCc2ccccn2)c1)c1cc(Cl)ccc1Cl
i	i	CC1(C)c2ccccc2-c2nc3ccccc3cc2C1O (stereo unspecified)
i	i	COC(=O)C1=C(C)N(c2ccc(OC)cc2)C(=O)/C1=C\c1cccs1
i	i	Cc1cccc(NC(=O)CCNS(=O)(=O)c2cccc3nonc23)c1
i	i	Cc1cc(NC(=O)c2cc(C(C)(C)C)oc2C)no1
i	i	COc1ccc(OC)c(C(C)NC(=O)Nc2cccc(C(C)=O)c2)c1 (stereo unspecified)
i	i	O=C(NCCc1ccc(Cl)cc1)c1ccc2nccnc2c1
i	i	O=C(/C=C/c1ccccc1Cl)N(Cc1ccccc1)C1CCS(=O)(=O)C1 (stereo unspecified)
i	i	O=C(CCn1c(=O)sc2ccccc21)NCc1cccs1
i	i	CC(C)CN1C(=O)/C(=C/c2ccco2)NC1=S
i	i	CC(=O)c1c(C(C)=O)c(C)n(-c2ccc(N)cc2)c1C
i	i	CCOc1cc2c3c(c1)C1(C(=O)N3C(C)(C)CC2C)C(C#N)=C(N)N2C(=C1C#N)Nc1ccccc12 (stereo unspecified)
i	i	COc1ccccc1OCC(O)CNCc1ccc2c(c1)OCO2 (stereo unspecified)
i	i	CCOC(=O)N1CCC(NC(=O)c2cnn3cccnc23)CC1
i	i	CCC(=O)c1cn(CC(=O)NCC2CCCO2)c2ccccc12 (stereo unspecified)
i	i	CCCN1Cc2cccc(C(=O)NCc3cccs3)c2C1=O
i	i	O=c1oc2cc(Br)ccc2n1Cc1ccccc1

7 entries drawn at random from those above, as already listed:
CHT inh	KCNQ2 inh	Structure
i	-6.5*	Cc1cccc(NC(=O)[C@H](Cc2c[nH]c3ccccc23)NC(=O)[C@@H]2Cc3ccccc3CN2)c1
i	i	CCOC(=O)COc1ccccc1/C=N/O
i	i	O=C(NCc1ccc2c(c1)OCO2)Nc1ccc2nsnc2c1
i	-5.8*	O=C1CN(c2ccccc2)C(=S)N1C(=O)c1ccc(Br)cc1
i	i	COc1ccc(NC(=O)CC(C)C)c([N+](=O)[O-])c1
i	i	COc1ccc(CCN2CC(C(=O)NCc3ccc(F)cc3)CC2=O)cc1OC (stereo unspecified)
i	i	CNC(=S)N(Cc1ccccc1)Cc1cccnc1

Compounds above containing a COOH group, in the order listed:
CHT inh	KCNQ2 inh	Structure
i	i	O=C(CSCc1ccc(Cl)cc1)Nc1cccc(C(=O)Nc2ccccc2C(=O)O)c1
i	i	O=C(O)c1ccc(-n2c(-c3cc(-c4ccco4)[nH]n3)n[nH]c2=S)cc1

Next part:
CHT inh	KCNQ2 inh	Structure
i	i	CCC(C)C(NC(=O)OC(C)(C)C)C(=O)NCc1ccco1 (stereo unspecified)
i	i	O=S(=O)(c1cccc(C(F)(F)F)c1)N1CCN(c2nnnn2-c2ccccc2)CC1
i	i	O=C(O)CC(c1ccc(C(F)(F)F)cc1)N1Cc2ccccc2C1=O (stereo unspecified)
i	i	CC(C)[C@H](N)C(=O)NC[C@H]1CC[C@H](C(=O)N[C@@H](Cc2ccccc2)C(=O)O)CC1
i	i	COc1cc(OC)cc(C(=O)N[C@H](C(=O)OCC(=O)NC(=O)c2cccn2C)C(C)C)c1
i	i	Cn1c(=O)c2c(nc(N3CCCCC3)n2CCSc2nc3ccccc3s2)n(C)c1=O
i	i	Cc1ccc(N=Cc2c(O)n(-c3nccs3)c(=O)c3ccccc23)cc1
i	i	CC1(C)NC(C)(C)c2nonc2/C1=N\O
i	i	Cc1nc(Nc2ccccc2)sc1C
i	i	Cc1ccc(C)c(N2CCN(C(=O)Cn3c(=O)[nH]c4ccsc4c3=O)CC2)c1
i	i	NNC(=O)c1cc(Br)cs1
i	i	Cc1cccc(NC(=O)CSCC(=O)Nc2cc(S(=O)(=O)N3CCOCC3)ccc2OC(C)C)c1
i	i	COc1ccc(N2CCN(CC(=O)N3CCC(C)CC3)CC2)cc1
i	i	CC1Cc2cc(/C(O)=C3/C(=O)C(=O)N(Cc4ccncc4)C3c3ccc(N(C)C)cc3)ccc2O1 (stereo unspecified)
i	i	C=CCn1c(Cc2ccc(OC)cc2)nnc1SCC(N)=O
i	i	Cc1ccc(C2C(C(=O)c3sc(C)nc3C)=C(O)C(=O)N2CCN2CCOCC2)o1 (stereo unspecified)
i	i	Cc1occc1C(=O)NNC1=CC(=O)CC(C)(C)C1
i	i	COc1ccc(CNC(=O)C(CC(C)C)NC(=O)c2ccccc2C)cc1 (stereo unspecified)
i	i	Cc1n[nH]c(C)c1S(=O)(=O)N1CCN(C(=O)c2ccco2)CC1
i	i	COc1cc(OC)cc(C(=O)Nc2ccc(S(=O)(=O)N3CCOCC3)cc2)c1
i	i	COC(=O)c1cc(NC(=O)CC2C(=O)NCCN2C(=O)c2ccc(F)cc2)cc(C(=O)OC)c1 (stereo unspecified)
i	i	Cc1oc(-c2ccccc2)cc1C(=O)Nc1ccc2ccccc2c1
i	i	CC(=O)C(=Nc1cccc(Cl)c1)NNc1ccccc1C
-9.5*	i	Cc1cccc(C)c1NC(=O)CSc1cc(C(=O)c2nccn2C)c2ccccc2n1
i	i	O=C(ONC1=NCCCCC1)c1ccc([N+](=O)[O-])cc1
i	i	O=C(CCCn1c(=S)[nH]c2cc3c(cc2c1=O)OCO3)NCc1ccccc1Cl
i	i	Cc1nc2ccccc2n1CC(=O)N1CC(=O)Nc2ccccc21
i	i	CCOC(=O)C1=C(N)n2c(s/c(=C\c3ccco3)c2=O)=C(C(=O)OC(C)C)C1c1ccco1 (stereo unspecified)
i	i	COc1ccc(N=CC2=C(O)CC(C)(C)CC2=O)cc1
i	i	Cc1nn(C)cc1S(=O)(=O)NCc1ccc2c(c1)OCO2
i	i	CCN1C(=O)C(CC(=O)Nc2cccc(C(C)=O)c2)S/C1=N\c1ccccn1 (stereo unspecified)
i	i	CN(C)c1nc(-c2ccc([N+](=O)[O-])cc2)cs1
i	i	CCCc1nnc(SCC(=O)Nc2cccc(Cl)c2Cl)o1
i	i	COc1ccc(C(=O)c2ccc(Br)cc2)cc1
i	i	COCCN1CCc2[nH]c(=S)[nH]c(=O)c2C1
i	i	Cc1ccc(Cl)cc1N(CC(=O)NC(C)c1ccccc1)S(C)(=O)=O (stereo unspecified)
i	i	CCNC(=S)N1CCN(c2ccccn2)CC1
i	i	Nc1nc(SCc2ccccc2Cl)[nH]c(=O)c1-c1ccccc1
i	i	COc1ccccc1C(=O)NC(C)c1nc2ccccc2[nH]1 (stereo unspecified)
i	i	CS(=O)(=O)c1ccc(Cl)c(NC(=O)c2ccc3ccccc3c2)c1
i	i	CCN1C(=O)/C(=C\N(C)C)S/C1=N\S(=O)(=O)c1ccc(C)cc1
i	i	Cc1cccc(-n2ncc3c(NCc4cccs4)ncnc32)c1
i	i	CCn1c(CNc2cccc(Cl)c2)nnc1SCc1ccccc1
i	i	Fc1ccc(C[n+]2csc3ccccc32)cc1
i	i	O=C(COC(=O)c1ccco1)NC1CCCC1
i	i	COc1ccc(CCNC2=NCCS2)cc1OC
i	i	CCOc1ccc(NC(=O)c2sc3nc4n(c(=O)c3c2C)CCC4)cc1
i	i	CCCC(C(=O)NC1=NCCS1)c1ccccc1 (stereo unspecified)
i	i	c1ccc(-n2nnnc2SCc2cccc(CSc3nnnn3-c3ccccc3)n2)cc1
i	i	CN(CC(=O)Nc1ccc(OC(F)(F)F)cc1)C(=O)Cc1c(Cl)cccc1Cl
i	i	COc1ccc(N=C2SC(CC(=O)Nc3cccc(Cl)c3)C(=O)N2Cc2ccco2)cc1 (stereo unspecified)
i	i	CN(CCO)c1nc(N)c2c(N)nc3c(c2c1C#N)CC(=O)N3C1CCCC1
i	i	CCOc1cc(/C=C2\CN(C)C/C(=C\c3ccc(O)c(OCC)c3)C2=O)ccc1O
i	i	CCOc1ccc(/C=C/C(O)=C2/C(=O)NC3(C)CC2c2ccccc2O3)cc1OC (stereo unspecified)
i	i	Cn1c(=O)c2[nH]c(-c3ccc(S(=O)(=O)O)cc3)nc2n(C)c1=O
i	i	Cn1c(=O)[nH]c(=O)c2c1nc(N1CCN(Cc3ccccc3)CC1)n2CCSc1ncccn1
i	i	COc1cc(C(=O)Nc2ccc(NC(=O)c3ccccc3)nc2)cc(OC)c1OC
i	i	O=C(O)CC(NC(=O)C12CC3CC(CC(C3)C1)C2)c1ccc(Cl)cc1 (stereo unspecified)
i	i	OCC[C@@H]1C[C@@H](O)[C@H](O)[C@]2(Cc3ccccc3CO2)O1
i	i	Cc1ccc(C(C(=O)NC2CCCC2)N(C(=O)CNC(=O)c2cccs2)c2cccnc2)o1 (stereo unspecified)

Sorted by length of the SMILES (ascending): 3 of the compounds above
CHT inh	KCNQ2 inh	Structure
i	i	CN(C)c1nc(-c2ccc([N+](=O)[O-])cc2)cs1
i	i	COc1cc(C(=O)Nc2ccc(NC(=O)c3ccccc3)nc2)cc(OC)c1OC
i	i	Cc1ccc(C(C(=O)NC2CCCC2)N(C(=O)CNC(=O)c2cccs2)c2cccnc2)o1 (stereo unspecified)

Not a retest: 2 of the compounds above.
CHT inh	KCNQ2 inh	Structure
i	i	OCC[C@@H]1C[C@@H](O)[C@H](O)[C@]2(Cc3ccccc3CO2)O1
i	i	Cc1ccc(C(C(=O)NC2CCCC2)N(C(=O)CNC(=O)c2cccs2)c2cccnc2)o1 (stereo unspecified)

Next section
CHT inh	KCNQ2 inh	Structure
i	i	O=C(CCN1C(=O)/C(=C\c2cccs2)SC1=S)Nc1nccs1
i	.	CN(C)/C=N/c1c(C#N)cnn1-c1ccc(C(F)(F)F)cn1
i	i	NS(=O)(=O)c1ccc2nc(NC(=O)c3ccc4ncsc4c3)sc2c1
i	i	Nc1ccc(S(=O)(=O)NC(=O)c2ccccc2)cc1
i	i	CCOc1ccc(N(C(C)C(=O)NCc2ccco2)S(C)(=O)=O)cc1 (stereo unspecified)

Source: PubChem BioAssay
